Screening results deposited in PubChem BioAssay by The Scripps Research Institute Molecular Screening Center.
MBD2 DNA inh – MBD2-methylated oligo binding inhibition; AID 686964; 0.31% of 370,000 active; inhibition, % at 4.4 µM; TR-FRET, MBD2 binding to methylated oligonucleotide; Q9UBB5; in the data active = inhibition above about 13%
DDE Tn6 FP inh – DD(E)-Tn6 binding inhibition, primary FP screen | 0.21% of 370,000 active | Fibrin DD(E) TRITC-Tn6 fluorescence polarization displacement | P02675 | inhibition, % at 8.3 µM | AID 720509;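 active = inhibition above a per-campaign cutoff: mean of compounds within control limits plus 3 SD, cut at about 15% in these data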;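 note: 0% = median of all compound wells on the plate and 100% = blocking peptide control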
Target sequence (P02675 whole entry, looked up): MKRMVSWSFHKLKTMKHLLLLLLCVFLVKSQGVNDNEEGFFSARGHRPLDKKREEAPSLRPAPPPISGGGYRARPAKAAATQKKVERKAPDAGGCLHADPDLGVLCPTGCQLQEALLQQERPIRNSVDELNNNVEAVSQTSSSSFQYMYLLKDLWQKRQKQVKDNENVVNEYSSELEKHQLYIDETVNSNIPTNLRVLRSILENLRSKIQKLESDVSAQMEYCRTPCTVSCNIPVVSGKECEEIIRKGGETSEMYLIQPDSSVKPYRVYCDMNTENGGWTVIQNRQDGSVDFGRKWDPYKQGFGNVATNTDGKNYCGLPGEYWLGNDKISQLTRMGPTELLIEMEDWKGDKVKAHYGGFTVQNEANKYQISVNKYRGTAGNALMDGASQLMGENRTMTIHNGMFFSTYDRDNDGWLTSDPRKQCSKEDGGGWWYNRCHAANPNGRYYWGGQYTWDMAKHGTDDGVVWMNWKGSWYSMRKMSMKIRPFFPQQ
Tn7 DDE FP – disrupts Tn7 cyclic peptide binding to fibrin D-Dimer-E complex. inhibition, % at 8.3 µM. FP displacement of FITC-Tn7 peptide from fibrin DD(E); 0% = median of compound wells per plate. P02675. 0.13% of 370,000 active. AID 720508;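 active = inhibition above the mean of compounds falling within the control limits plus 3 SD of them, cut at about 14% in these data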;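 note: 0% = plate median of compound wells and 100% = 10 µM Aha-Tn7 peptide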
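System: human fibrin DD(E); quantity: Fibrin-DD(E) at 2 µM final; also added: fluorescent Tn7 probe at 0.1 µM; compound dosing: single nominal test concentration of 8.3 µM per compound; schedule: 10 min preincubation, 3 h with tracer, room temperature; detection: fluorescence polarization of the labelled Tn7 tracer; repeats: one replicate per compound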
TCR-CD3 inh – blocks the human TCR-CD3 interaction. inhibition, % at 9.4 µM. TAMRA-labeled TCR probe fluorescence, biochemical. 0.37% of 360,000 active; in the data active = inhibition above about 19%;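 note: recombinant mutant TCR 2C K166C tagged with TAMRA read by polarization; 0% = receptor in buffer alone and 100% = receptor with positive control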
KLK7 zymogen act – activates the human kallikrein-7 zymogen; P49862; purified proKLK7, EDANS-DABCYL substrate fluorescence; 100% is mature enzyme control, 0% vehicle; activation, % at 7 µM; 0.9% of 370,000 active;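 active = activation above the mean of all tested compounds plus 3 SD, computed per campaign excluding outliers beyond control limits, cut at about 13% in these data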
Target sequence (P49862 whole entry, looked up): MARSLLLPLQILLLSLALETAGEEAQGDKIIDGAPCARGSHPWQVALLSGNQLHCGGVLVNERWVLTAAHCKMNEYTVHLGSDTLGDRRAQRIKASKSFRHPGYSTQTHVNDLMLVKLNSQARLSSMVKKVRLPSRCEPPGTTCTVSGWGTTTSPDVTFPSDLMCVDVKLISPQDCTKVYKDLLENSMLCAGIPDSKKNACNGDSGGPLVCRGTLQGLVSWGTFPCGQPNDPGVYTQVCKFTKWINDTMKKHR
LEDGF integ inh – blocks HIV-1 LEDGF/p75-dependent DNA integration; TR-FRET IN-LEDGF/p75 DNA integration, Eu/Cy5; inhibition, % at 3.7 µM; 0.64% of 370,000 active;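 active = inhibition above the screen-wide mean plus 3 SD, cut at about 13% in these data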;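 note: signal is the Cy5 over europium emission ratio at 671 and 618 nm; 0% = plate median of compound wells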
PRMT1 inh – PRMT1 (human) inhibition, primary screen. Q99873. recombinant PRMT1, activity-based probe fluorescence polarization. inhibition, % at 2.79 µM. 1.3% of 370,000 active;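 active = inhibition above about 21% made by adding two undisclosed values, limit read from the data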
Target sequence (Q99873 whole entry, looked up): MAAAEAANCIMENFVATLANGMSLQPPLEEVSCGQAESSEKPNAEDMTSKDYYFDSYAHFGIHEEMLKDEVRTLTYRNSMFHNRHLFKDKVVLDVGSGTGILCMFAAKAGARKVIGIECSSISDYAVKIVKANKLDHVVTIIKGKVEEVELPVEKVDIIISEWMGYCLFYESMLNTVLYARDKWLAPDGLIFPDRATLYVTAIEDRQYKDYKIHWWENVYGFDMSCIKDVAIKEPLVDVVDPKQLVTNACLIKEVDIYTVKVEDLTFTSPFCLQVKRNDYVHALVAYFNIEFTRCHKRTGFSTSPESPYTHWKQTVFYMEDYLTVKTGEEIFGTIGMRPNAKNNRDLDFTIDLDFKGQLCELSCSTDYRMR
TDP2 absorb – TDP2 (human) inhibition, absorbance primary screen. O95551. recombinant TDP2, T5PNP hydrolysis, p-nitrophenol absorbance 415 nm. inhibition, % at 12.8 µM. 0.34% of 370,000 active;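 active = inhibition above the mean of all tested compounds plus 3 SD, set per campaign, cut at about 25% in these data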;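 note: 0% = DMSO with enzyme and 100% = buffer with substrate but no TDP2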
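Read-out basis: percent inhibition. System: recombinant human TDP2. Buffer or medium: Mg2+-containing Tris-HCl buffer, pH 7.5. Repeats: single replicate. Timing: reaction 2 h, 37 °C. Benchmarks: high control without enzyme, low control DMSO plus TDP2. Probe or stimulus: 5 mM T5PNP. Doses: 12.8 µM only. Measured by: epi absorbance of p-nitrophenol freed from T5PNP by hydrolysis.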
SIAE inh – human SIAE inhibition, primary screen. Q9HAT2. inhibition, % at 9.66 µM. 0.69% of 370,000 active. SIAE FP-Rh probe binding, fluorescence polarization;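 active = inhibition above a cutoff: mean of compounds within the control limits plus 3 SD of those, cut at about 17% in these data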;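 note: 0% = plate median of compound wells and 100% = probe without SIAE protein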
UHRF1 MBD2 ctr – human UHRF1 methylated DNA binding inhibitors; Q96T88; UHRF1 binding to methylated oligo, TR-FRET; inhibition, % at 4.4 µM; 0.75% of 370,000 active; AID 687016; in the data active = inhibition above about 21%;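 note: UHRF1 SRA domain binding a hemimethylated CpG hairpin DNA probe; 0% = median of test compound wells and 100% = reference inhibitor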
* = called active by the depositor; · = no result given.

SMILES	MBD2 DNA inh	DDE Tn6 FP inh	Tn7 DDE FP	TCR-CD3 inh	KLK7 zymogen act	LEDGF integ inh	PRMT1 inh	TDP2 absorb	SIAE inh	UHRF1 MBD2 ctr
COC(=O)c1ccc(C)c(NC(=O)c2nn(C)c(=O)c3ccccc23)c1	-1.1	-0.6	-5.9	4.8	-0.3	-2.4	-1.6	1.6	6.0	-2.0
COc1ccc(OCC(=O)Nc2nc3ccccc3[nH]2)cc1	1.2	-6.6	-2.7	2.6	-0.7	-1.6	-2.9	-7.8	-12.3	4.0
O=C(NCCc1ccccc1)c1ccc(CS(=O)(=O)c2ccc(Br)cc2)o1	-0.9	3.5	1.9	1.6	1.0	-1.0	-2.9	12.4	-4.6	1.1
COc1cc(C(=O)N2CCN(c3ccc([N+](=O)[O-])cc3)CC2)ccc1OCc1c(C)noc1C	7.2	-10.8	-2.9	3.0	-0.3	1.8	1.0	0.4	3.0	3.8
COc1cccc(-n2cc(-c3ccc(F)cc3)[nH]c2=S)c1	3.0	-4.2	-1.9	-0.4	-1.1	3.5	14.2	7.2	8.0	-2.4
O=C(Nc1ccc(Cl)c(Cl)c1)c1cccnc1	0.6	-7.7	-4.0	-5.5	-0.4	1.4	-2.2	-25.3	-7.5	5.0
COc1ccc(S(=O)(=O)N2CCCCC2)cc1NC(=O)c1c(F)cccc1Cl	1.9	5.5	2.7	-2.1	-0.8	-3.6	1.1	6.4	-6.5	1.6
COc1ccc(N2CCN(C(=O)CSc3nnc(CNc4ccccc4)o3)CC2)cc1	-0.8	1.8	5.6	4.5	0.8	-0.1	0.1	-4.8	0.1	-0.7
Cc1ccc(-c2cc(C(=O)NCC3(N(C)C)CCCCC3)c3ccccc3n2)o1	-0.6	-1.1	1.6	-1.8	72.5*	0.2	4.3	-1.0	5.6	-1.9
CCOC1=C2CN(S(=O)(=O)c3ccc(C)cc3)[C@H](c3ccc(CC)cc3)C[C@@H]2N(S(=O)(=O)c2ccc(C)cc2)[C@H](c2ccccc2)C1	-1.4	-4.5	1.0	3.7	0.8	6.5	-2.1	1.2	-11.6	-0.4

KLK7 zymogen act: what is marked active above.
SMILES	MBD2 DNA inh	DDE Tn6 FP inh	Tn7 DDE FP	TCR-CD3 inh	KLK7 zymogen act	LEDGF integ inh	PRMT1 inh	TDP2 absorb	SIAE inh	UHRF1 MBD2 ctr
Cc1ccc(-c2cc(C(=O)NCC3(N(C)C)CCCCC3)c3ccccc3n2)o1	-0.6	-1.1	1.6	-1.8	72.5*	0.2	4.3	-1.0	5.6	-1.9

More compounds
SMILES	MBD2 DNA inh	DDE Tn6 FP inh	Tn7 DDE FP	TCR-CD3 inh	KLK7 zymogen act	LEDGF integ inh	PRMT1 inh	TDP2 absorb	SIAE inh	UHRF1 MBD2 ctr
COC(=O)c1sccc1NC(=O)Cc1ccc(OC)cc1	-11.7	4.5	1.9	6.8	0.5	-0.7	-0.3	-7.9	-2.1	0.1
Cn1c(=O)[nH]c(=O)c2c1nc(Sc1ccccc1)n2CCc1ccccc1	2.3	3.1	-8.0	6.2	-0.3	-1.7	-1.0	2.5	-0.8	-0.7
C[C@H]1[C@@H](OC(=O)Nc2cccc(Cl)c2)CC[C@@]23CCCN2C(=O)CCC[C@@H]13	0.0	7.5	8.2	·	·	-1.5	3.9	-2.5	-2.2	-1.4
CCc1nnc(NC(=O)CCC(=O)N2CCN(Cc3ccc(F)cc3)CC2)s1	4.3	-6.7	3.4	12.0	-0.2	-0.1	-4.8	-6.2	0.2	-2.3
COCCCNC(=O)Cn1nnc(-c2ccccc2NC(=O)c2ccc(F)cc2)n1	0.2	-11.3	-5.5	3.2	0.3	-1.9	-2.2	5.6	4.8	-1.1
CCCOc1ccc(/C(O)=C2/C(=O)C(=O)N(CCCOC)C2c2ccncc2)cc1 (configuration not stated)	-4.5	1.1	-4.8	-1.8	0.0	-1.4	-0.6	-7.5	8.0	2.5
CCOc1ccc(S(=O)(=O)N2CCCC(C(=O)NCCN3CCOCC3)C2)cc1Cl (configuration not stated)	-6.3	0.4	9.4	5.3	0.1	1.4	-1.0	0.6	-2.8	-3.9
COc1ccccc1NC(=O)N1CCCC1C(=O)NCc1ccccc1Cl (configuration not stated)	-2.3	-0.7	-8.0	-1.2	0.2	0.0	-2.6	5.5	5.9	-1.4
COc1ccc(-c2noc(C(=O)NCc3ccc(F)cc3)n2)cc1OC	-2.9	-5.9	-8.2	2.0	-0.6	3.0	-3.2	5.6	-0.2	-1.2
COC(=O)c1cccc(NC(=O)CC2C(=O)NCCN2C(=O)c2ccc(F)cc2F)c1 (configuration not stated)	-5.8	1.1	-6.7	11.5	0.3	2.6	-2.9	5.1	3.9	0.2
Cc1ccc(C(O)Cn2cc([N+](=O)[O-])nc2C)cc1 (configuration not stated)	-5.1	-3.2	-6.7	-4.3	0.1	0.1	-1.6	1.1	13.7	0.3
O=[N+]([O-])c1ccc(C(O)CN2CCN(c3ccccc3)CC2)cc1 (configuration not stated)	-0.5	5.9	5.7	6.8	0.1	-3.2	-1.0	-5.3	1.8	1.1
CC#CCN1C=C(C(=O)OCC)C(C)N(Cc2ccc(Br)cc2)S1(=O)=O (configuration not stated)	0.4	-2.5	4.4	-2.2	0.8	-4.0	1.8	10.9	0.1	4.3
COc1cc(CCC(=O)OCC(=O)Nc2ccccc2C(C)C)cc(OC)c1OC	4.0	-3.8	5.2	-3.9	0.3	0.5	0.7	-4.8	-5.8	1.3
CSc1cccc(N2CC(C(=O)NCCN3C(=O)S/C(=C\c4cccnc4)C3=O)CC2=O)c1 (configuration not stated)	-1.6	-1.0	-0.3	1.2	0.9	-0.2	1.6	8.5	-0.1	-2.6
CC1(C)Cc2c(C#N)c(N3CCOCC3)nc(-c3ccccc3)c2CO1	0.2	-1.2	4.7	-7.5	3.5	2.7	-0.4	-8.9	1.1	5.0
COC(=O)c1ccc(CNC(=O)COC(=O)CC23CC4CC(CC(Br)(C4)C2)C3)cc1	-1.9	10.0	-6.5	7.6	0.0	-2.4	-1.4	-5.2	2.0	-2.9
CC(Sc1nnc(CN2CCCC2)n1Cc1ccccc1)C(=O)Nc1ccc(F)c(F)c1F (configuration not stated)	2.3	-3.1	8.6	-6.2	-0.1	-1.9	-0.7	0.8	-2.3	-1.1
CC1(C(=O)NCc2ccc3c(c2)OCO3)CCN1C(=O)CC1CCCC1 (configuration not stated)	6.4	-7.3	1.5	4.3	0.6	2.2	-1.7	4.9	4.9	1.7
COc1ccc(Cl)cc1S(=O)(=O)N1CCCC(C(=O)N2CCCC2)C1 (configuration not stated)	-1.9	1.7	1.0	7.9	-0.1	5.3	-0.2	7.5	-5.8	0.2

Next part, starting with the last two of the part before.
SMILES	MBD2 DNA inh	DDE Tn6 FP inh	Tn7 DDE FP	TCR-CD3 inh	KLK7 zymogen act	LEDGF integ inh	PRMT1 inh	TDP2 absorb	SIAE inh	UHRF1 MBD2 ctr
CC1(C(=O)NCc2ccc3c(c2)OCO3)CCN1C(=O)CC1CCCC1 (configuration not stated)	6.4	-7.3	1.5	4.3	0.6	2.2	-1.7	4.9	4.9	1.7
COc1ccc(Cl)cc1S(=O)(=O)N1CCCC(C(=O)N2CCCC2)C1 (configuration not stated)	-1.9	1.7	1.0	7.9	-0.1	5.3	-0.2	7.5	-5.8	0.2
Cc1nn(-c2ccccc2)c(Cl)c1/C=N/NS(=O)(=O)c1ccc(Br)cc1	1.7	1.3	5.4	-0.3	0.0	-1.4	-0.2	-8.9	7.1	-0.2
COc1ccc(-c2ccnc3cc(C(=O)O)nn23)cc1	-0.7	10.8	3.6	-0.9	12.6*	-3.9	1.6	-8.9	3.1	-0.7
CC1(C(=O)O)CCC(C(=O)Nc2ccc(F)cc2)C1(C)C (configuration not stated)	3.5	-7.5	4.6	-2.6	-0.1	-3.2	-3.4	-10.3	-4.3	0.8
CCOc1ccc(S(=O)(=O)NN)cc1	-0.6	-4.5	-1.3	5.4	-0.1	-1.7	6.8	4.1	-1.7	1.8
O=C(CCCN1C(=O)c2ccccc2C1=O)Nc1ccc(Br)cn1	-3.1	3.8	-5.5	7.0	4.9	4.0	0.9	5.3	-2.8	2.9
Cc1ccc2ccccc2c1C(O)c1ncc(-c2ccc(C(F)(F)F)cc2)[nH]1 (configuration not stated)	-3.3	-1.9	3.8	-2.7	-0.1	-2.4	1.0	8.6	-17.8	-1.3
CCOc1ccc(CCNS(=O)(=O)c2cc3c(cc2C)NC(=O)CO3)cc1OCC	-3.4	8.5	2.1	-1.0	0.2	-1.9	1.9	-7.3	5.0	0.1
Cc1ccc([C@@H]2[C@@H]3C(=O)N(C)C(=O)[C@@H]3[C@@H]3C(=O)Nc4ccccc4C(=O)N23)cc1	3.0	-0.1	1.1	-0.8	0.0	0.6	-3.4	10.7	-3.2	-1.6
COc1ccccc1OCc1nc(C#N)c(N2CC(C)CC(C)C2)o1 (configuration not stated)	-3.7	5.0	-10.9	7.3	0.3	2.0	0.5	-4.0	-3.0	-0.7
CCC1Sc2ccc(S(=O)(=O)CCC(=O)Nc3cc(C)ccn3)cc2NC1=O (configuration not stated)	-0.2	2.3	-3.5	-1.7	0.5	3.2	-0.4	-0.7	1.4	0.9
COc1cccc(NC(=O)C(=O)NCCC2CCCCN2S(=O)(=O)c2cccs2)c1 (configuration not stated)	-6.2	-0.4	-7.3	1.2	0.4	4.8	-3.2	-10.2	-11.7	0.9
COc1cc(OC)cc(C(=O)NCCCNC(=O)c2cccnc2)c1	-3.7	2.1	5.9	1.9	0.4	5.1	-2.2	-5.3	4.7	-1.2
COc1ccc(CN(C)CC(=O)Nc2c(C)cccc2C)c(OC)c1	-5.5	-1.2	2.1	-3.0	0.3	1.1	-4.2	-9.3	0.3	0.8
Nc1c(C(=O)N/N=C/c2ccccc2Cl)oc2nc(-c3ccccc3)cc(-c3ccco3)c12	-3.1	-5.5	-5.4	4.3	-2.0	3.8	-3.6	-3.3	-3.8	-8.5
O=C(c1ccc(Cl)c(S(=O)(=O)N2CCOCC2)c1)N1CCN(c2ccccc2)CC1	-0.1	-2.8	-1.9	-2.0	0.0	-3.3	2.1	6.2	-0.9	-0.7
CN(C)c1ccc(C(=O)N/N=C/c2cc(Br)cc(Br)c2O)cc1	0.2	-3.4	-1.6	33.0*	-0.6	-3.5	-0.4	-0.6	-2.7	1.5
CN1CCCN(C(c2ccccc2)c2ccc(Cl)cc2)CC1 (configuration not stated)	-0.9	0.0	-2.9	10.1	-0.3	2.5	1.4	-3.9	-2.5	-0.6
COc1ccc(NC(=O)CSc2ccc(-c3cccnc3)nn2)cc1	-3.2	-0.7	-10.7	0.4	0.0	3.7	-5.2	18.4	-3.2	-2.6
COc1ccccc1CN(Cc1cc2cc(C)cc(C)c2[nH]c1=O)Cc1nnnn1CC1CCCO1 (configuration not stated)	-1.6	6.5	-0.2	4.2	0.7	-2.7	-2.8	-8.1	-0.7	-1.5
CC(=O)NC(Cc1cccc(C)c1)C(=O)NC1CCN(c2ncccc2[N+](=O)[O-])CC1 (configuration not stated)	1.9	5.5	-1.4	1.4	-0.3	2.8	-1.4	14.4	2.9	-0.6
